Compound activity deposited in PubChem by several laboratories.
M17LAP inhibition – P. falciparum M17LAP inhibitors, primary screen, biochemical, fluorogenic H-Leu-NHMec substrate, 1536-well (AID 1619). recombinant M17LAP, H-Leu-NHMec fluorogenic kinetic assay; higher % means a stronger effect. hit rate 0.38% among 220,000. one-dose inhibition, % at 30 µM; IC50 in µM for titrated hits;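 active = compound inhibiting the enzyme by more than half at any dose during confirmatory dose-response retesting; inconclusive = strong single-dose inhibitors picked by rank but not retested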;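 note: plate controls were full reaction with DMSO carrier for no effect and no enzyme background for full effect; strong numbers were not always called active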
UTI89 phage lysis – protection from phage-mediated lysis, alamar blue read-out – E. coli UTI89, K1F phage, bacterial capsule biogenesis inhibitors (AID 488966); E. coli UTI89 K1F phage lysis, alamar blue, 2 h; higher % means a stronger effect; inhibition, % at 100 µM, or IC50 in µM where a hit was titrated; hit rate 0.02% among 340,000;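 active = phage lysis inhibition, versus mean bacterial control, above a set limit; inconclusive = no clear call, values can overlap the other calls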;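 note: capsule biogenesis inhibitors block K1F phage lysis so surviving cells raise fluorescence; higher fluorescence means more inhibition of phage lysis; actives were called in the ten point dose series up to 300 µM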
XIAP displacement – small molecules displacing peptide from XIAP – biochemical, IAP family, fluorescence polarization (AID 1018); hit rate 0.007% among 200,000; XIAP BIR domain, fluorescence polarization peptide displacement; higher % means a stronger effect; one-dose displacement, % at 20 µM; IC50 in µM for titrated hits; in the data active = displacement above about 50%; note: a part of the inactive calls stands beside numbers as strong as those of hits
Hep lipid drop – modulators of hepatic lipid droplet formation. AML12 mouse hepatocytes, oleate lipid droplets, BODIPY imaging. inhibition, % at 6.5 µM. hit rate 0.4% among 240,000;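 active = lipid droplet intensity inhibited by at least 50%, with more than 500 cells counted; inconclusive = wells with under 300 cells, treated as cytotoxic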
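Assay system: AML12 mouse liver cells | Compound: 6.5 µM single-point dosing | Schedule: Overnight exposure | Technique: Fluorescence imaging, 20x objective, two fields per well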
TNAP activators – human TNAP enzyme activators, primary screen, biochemical, luminescent, no phosphate acceptor, uHTS (AID 1001); purified TNAP, luminescent activation assay, no phosphate acceptor; higher activation fold means a stronger effect; activation fold at 20 µM; hits with a dose series show EC50 in µM; hit rate 0.03% among 200,000; in the data active = activation fold from about 3, or a potency from the dose series; inactive = the rest, 99 in 100 with activation fold below about 1.6; note: many of its hits are not listed in these tables
M1AAP inhibition – P. falciparum M1AAP inhibitors, biochemical, fluorogenic H-Leu-NHMec substrate, 1536-well (AID 1445); recombinant M1AAP, H-Leu-NHMec fluorogenic kinetic assay; higher % means a stronger effect; one-dose inhibition, % at 30 µM; IC50 in µM for titrated hits; hit rate 0.42% among 220,000;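 active = primary inhibition above the hit cutoff, then over 50% inhibition at one or more dose response concentrations, cut at about 23% in these data, passing the limit was not always enough; inconclusive = conflicting primary data, or primary hits not chosen for dose response; inactive = low primary inhibition, or under 50% at every dose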;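 note: plate controls were DMSO full reaction for no effect and no enzyme background for full effect; strong numbers were not always called active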
Siah-1 displacement – blockers of Siah-1 interaction with plectin peptide – biochemical, fluorescence polarization, rhodamine-plectin, uHTS, primary screen (AID 1817); hit rate 0.02% among 290,000; displacement, % at 20 µM; hits with a dose series show IC50 in µM; Siah-1 / rhodamine-plectin peptide fluorescence polarization; higher % means a stronger effect;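 active = displacement of at least 50% at 20 µM, with a fluorescence ratio check between 0.3 and a set limit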;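 note: plate controls were Siah plus tracer with DMSO for no effect and tracer alone without Siah for full effect; strong numbers were not always called active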
PMI inhibitors – MPI enzyme activity inhibition – biochemical, fluorescence intensity, coupled assay, primary screen (AID 1209) | purified PMI enzyme, coupled fluorescence intensity; higher % means a stronger effect | inhibition, % at 20 µM, or IC50 in µM where a hit was titrated | hit rate 0.42% among 190,000;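 note: plate controls were DMSO vehicle for no effect and wells lacking substrate for full effect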
PMI inhibition – MPI inhibition at elevated mannose 6-phosphate – biochemical, fluorescence intensity, high mannose 6-phosphate, primary screen (AID 1220); recombinant PMI enzyme, coupled fluorescence intensity; higher % means a stronger effect; one-dose inhibition, % at 20 µM; IC50 in µM for titrated hits; hit rate 0.66% among 190,000
Hep lipid drop cells 6.5 µM – second read-out of Hep lipid drop, no call of its own (marks repeat the call); cell count; measured here: cell count, cytotoxicity flag;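 cells counted across two imaged fields per well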
* marks the source's active call; other numbers are inactive results; [ ] = dose if it differs, or a comment. Cut-off read from the data, not from the text of the source, unless noted: active = inhibition above about 50%; inactive = the rest.

For Cc1ccc(NC(=O)CSc2n[nH]c(C)c2[N+](=O)[O-])cc1C the results were M17LAP inhibition 4%, UTI89 phage lysis 2.7%[50 µM], XIAP displacement -9.1%, Hep lipid drop -4, TNAP activators 1, M1AAP inhibition 1%, Siah-1 displacement 4%, PMI inhibitors 3%, PMI inhibition 0% and Hep lipid drop cells 6.5 µM 668.
Cn1cccc1Cc1nnc(SCC(=O)NCC2CCCO2)n1-c1ccc(F)cc1 (stereo not given) was read as M17LAP inhibition 1%, UTI89 phage lysis -2.5%, XIAP displacement 3.7%, Hep lipid drop 15, TNAP activators 1.1, M1AAP inhibition 1%, Siah-1 displacement -2%, PMI inhibitors 19%, PMI inhibition 17% and Hep lipid drop cells 6.5 µM 709.
COC(=O)c1[nH]c2c(c1C)C(=O)CC(c1cccs1)C2 (stereo not given) was read as M17LAP inhibition 8%, UTI89 phage lysis -0.1%, XIAP displacement -2.9%, Hep lipid drop inconclusive, TNAP activators 1, M1AAP inhibition 0%, Siah-1 displacement 1%, PMI inhibitors 6% and PMI inhibition 5%.
For CCCS(=O)(=O)N1CCC(C(=O)NCc2ccccc2Cl)CC1 the results were M17LAP inhibition 0%, UTI89 phage lysis 0.2%, XIAP displacement -13%, Hep lipid drop -21, TNAP activators 1, M1AAP inhibition 15%, Siah-1 displacement 1%, PMI inhibitors 12%, PMI inhibition 11% and Hep lipid drop cells 6.5 µM 687.
`O=C(O)c1cc(S(=O)(=O)Nc2ccc(N3CCCCC3)cc2)ccc1Cl` gave M17LAP inhibition 3%, UTI89 phage lysis 2.9%, XIAP displacement 0.8%, Hep lipid drop 21, TNAP activators 1.1, M1AAP inhibition 2%, Siah-1 displacement 5%, PMI inhibitors -17%, PMI inhibition -12% and Hep lipid drop cells 6.5 µM 736.
For COc1ccc(N2CCN(c3cc(=O)n(Cc4ccc(F)cc4)c(=O)[nH]3)CC2)cc1 the results were M17LAP inhibition 5%, UTI89 phage lysis 0.2%, XIAP displacement -3.4%, Hep lipid drop -4, TNAP activators 1.1, M1AAP inhibition 5%, Siah-1 displacement -3%, PMI inhibitors 15%, PMI inhibition 12% and Hep lipid drop cells 6.5 µM 626.
For CC1=CC(=C(C#N)c2nc3ccccc3s2)C=C(C)N1CC1CCCO1 (stereo not given) the results were M17LAP inhibition 2%, UTI89 phage lysis 0.2%, XIAP displacement -5.2%, Hep lipid drop -5, TNAP activators 1, M1AAP inhibition 5%, Siah-1 displacement -5%, PMI inhibitors 13%, PMI inhibition 40% and Hep lipid drop cells 6.5 µM 699.
Screening Cc1ccc(-c2nc3ccccc3c(C(=O)NCc3cccs3)c2C)cc1 returned M17LAP inhibition 7%, UTI89 phage lysis 0.2%, XIAP displacement -7.4%, Hep lipid drop -23, TNAP activators 1.1, M1AAP inhibition 9%, Siah-1 displacement 1%, PMI inhibitors -13%, PMI inhibition -32% and Hep lipid drop cells 6.5 µM 808.
Screening Cc1ccccc1C(=O)NC(=S)Nc1ccccc1C(=O)O returned M17LAP inhibition -4%, UTI89 phage lysis -0.6%, XIAP displacement -6.2%, Hep lipid drop 5, TNAP activators 1, M1AAP inhibition -3%, Siah-1 displacement 2%, PMI inhibitors -5%, PMI inhibition 1% and Hep lipid drop cells 6.5 µM 672.
Screening O=C(CS(=O)c1ccc(C(F)(F)F)cc1[N+](=O)[O-])Oc1ccccc1 (stereo not given) returned M17LAP inhibition 6%, UTI89 phage lysis -6.0%, XIAP displacement -1.1%, Hep lipid drop 6, TNAP activators 1.1, M1AAP inhibition -1%, Siah-1 displacement -6%, PMI inhibitors -4%, PMI inhibition -6% and Hep lipid drop cells 6.5 µM 823.
COc1ccc(C(=O)/C=C/c2cccs2)c(OC(=O)N2CCOCC2)c1 was read as M17LAP inhibition 12%, UTI89 phage lysis 0.1%, XIAP displacement -3.9%, Hep lipid drop 22, TNAP activators 1.1, M1AAP inhibition 9%, Siah-1 displacement 7%, PMI inhibitors 4%, PMI inhibition -4% and Hep lipid drop cells 6.5 µM 627.
For CCOC(=O)C1CCN(C(C(=O)Nc2ccc3c(c2)OCCO3)c2ccccc2)CC1 (stereo not given) the results were M17LAP inhibition -3%, UTI89 phage lysis 0.1%, XIAP displacement -2.6%, TNAP activators 1.1, M1AAP inhibition -1%, Siah-1 displacement -2%, PMI inhibitors 7% and PMI inhibition 4%.
Cc1nn(CCc2nc(-c3ccco3)cs2)c2[nH]c(=O)cc(C(F)(F)F)c12 was read as M17LAP inhibition 53%, UTI89 phage lysis 1.9%, XIAP displacement 0.3%, TNAP activators 1.2, M1AAP inhibition 16%, Siah-1 displacement -4%, PMI inhibitors -24% and PMI inhibition -14%.
Screening Cc1ccc(C)c(S(=O)(=O)C(C#N)c2nc3ccccc3nc2N2CC(C)OC(C)C2)c1 (stereo not given) returned M17LAP inhibition 8%, UTI89 phage lysis 0.0%, XIAP displacement 5.0%, Hep lipid drop -40, TNAP activators 1.1, M1AAP inhibition 10%, Siah-1 displacement -1%, PMI inhibitors -29%, PMI inhibition -70% and Hep lipid drop cells 6.5 µM 528.
For Cc1ccc(C(C)C)c(OCCn2c(=O)oc3ccccc32)c1 the results were M17LAP inhibition 2%, UTI89 phage lysis -0.6%, XIAP displacement -9.4%, Hep lipid drop -14, TNAP activators 1.2, M1AAP inhibition 9%, Siah-1 displacement 1%, PMI inhibitors 24%, PMI inhibition 19% and Hep lipid drop cells 6.5 µM 639.
Screening CC1CCN(S(=O)(=O)N2CCC(C(=O)NCCN3CCOCC3)CC2)CC1 returned M17LAP inhibition 13%, UTI89 phage lysis 7.1%, XIAP displacement -26%, Hep lipid drop -1, TNAP activators 1.1, M1AAP inhibition 14%, Siah-1 displacement 2%, PMI inhibitors 15%, PMI inhibition 11% and Hep lipid drop cells 6.5 µM 793.
`Cc1ccc(NCCC(=O)c2cccc([N+](=O)[O-])c2)cc1` gave M17LAP inhibition 0%, UTI89 phage lysis -2.5%, XIAP displacement 1.0%, Hep lipid drop 2, TNAP activators 1.1, M1AAP inhibition 4%, Siah-1 displacement -2%, PMI inhibitors 44%, PMI inhibition 39% and Hep lipid drop cells 6.5 µM 714.
COc1ccc(OC)c(NC=C2C(=O)OC(C)(C)OC2=O)c1 was read as M17LAP inhibition 20%, UTI89 phage lysis 1.4%, XIAP displacement -6.1%, TNAP activators 1, M1AAP inhibition 12%, Siah-1 displacement 2%, PMI inhibitors 10% and PMI inhibition 35%.
`CN1C(=O)/C(=C2\SC(N3CCCCCC3)=NC2=O)c2ccccc21` gave M17LAP inhibition 4%, UTI89 phage lysis 0.1%, XIAP displacement -4.7%, Hep lipid drop 24, TNAP activators 1.2, M1AAP inhibition 3%, Siah-1 displacement 0%, PMI inhibitors 7%, PMI inhibition 4% and Hep lipid drop cells 6.5 µM 720.
`COc1cc(C2C3=C(CCCC3=O)Nc3c2c(C)nn3-c2cccc(C)c2)cc(OC)c1O` (stereo not given) gave M17LAP inhibition 1%, UTI89 phage lysis 0.1%, Hep lipid drop 7, M1AAP inhibition 13%, Siah-1 displacement -1% and Hep lipid drop cells 6.5 µM 638.
Screening CCOc1ccc(C(=O)NCC(c2cccs2)N(C)C)cc1OCC (stereo not given) returned M17LAP inhibition -1%, UTI89 phage lysis -6.8%, XIAP displacement -4.3%, Hep lipid drop 12, TNAP activators 1.2, M1AAP inhibition 5%, Siah-1 displacement 5%, PMI inhibitors 3%, PMI inhibition 0% and Hep lipid drop cells 6.5 µM 670.
NC(=O)CSc1nnnn1-c1cccc(Cl)c1 was read as M17LAP inhibition -9%, UTI89 phage lysis 5.5%, XIAP displacement -11%, Hep lipid drop 1, TNAP activators 1, M1AAP inhibition 0%, Siah-1 displacement -7%, PMI inhibitors -4%, PMI inhibition -6% and Hep lipid drop cells 6.5 µM 592.
For CC(C)OCCCn1c(=N)c(C(N)=S)cc2c(=O)n3ccccc3nc21 the results were M17LAP inhibition -255%, UTI89 phage lysis 0.2%, XIAP displacement -4.8%, TNAP activators 1, M1AAP inhibition 13%, Siah-1 displacement 4%, PMI inhibitors -36% and PMI inhibition -57%.
For CCN(CC)S(=O)(=O)c1ccc2oc(C(=O)N3CCCCCC3)c(C)c2c1 the results were M17LAP inhibition -5%, UTI89 phage lysis 0.2%, XIAP displacement -3.7%, Hep lipid drop -9, TNAP activators 1, M1AAP inhibition 14%, Siah-1 displacement 0%, PMI inhibitors 5%, PMI inhibition 0% and Hep lipid drop cells 6.5 µM 743.
Screening CCOc1ccccc1Nc1nnc(SCC(=O)NC(Cc2c[nH]c3ccccc23)C(=O)O)s1 (stereo not given) returned M17LAP inhibition 7.8µM*, UTI89 phage lysis -0.1%, XIAP displacement -2.9%, Hep lipid drop 2, TNAP activators 1.1, M1AAP inhibition 67µM*, Siah-1 displacement 7%, PMI inhibitors 8%, PMI inhibition 10% and Hep lipid drop cells 6.5 µM 694.
Screening COc1cccc(-n2c(C)nc3c(cnn3-c3ccc(Cl)cc3)c2=O)c1 returned M17LAP inhibition 3%, UTI89 phage lysis 13%, XIAP displacement -1.0%, Hep lipid drop -26, TNAP activators 1.1, M1AAP inhibition 5%, Siah-1 displacement 0%, PMI inhibitors 5%, PMI inhibition -1% and Hep lipid drop cells 6.5 µM 662.

Retrieved by structure from the entries so far (three):
For CCN(CC)S(=O)(=O)c1ccc2oc(C(=O)N3CCCCCC3)c(C)c2c1 the results were M17LAP inhibition -5%, UTI89 phage lysis 0.2%, XIAP displacement -3.7%, Hep lipid drop -9, TNAP activators 1, M1AAP inhibition 14%, Siah-1 displacement 0%, PMI inhibitors 5%, PMI inhibition 0% and Hep lipid drop cells 6.5 µM 743.
Screening COc1cccc(-n2c(C)nc3c(cnn3-c3ccc(Cl)cc3)c2=O)c1 returned M17LAP inhibition 3%, UTI89 phage lysis 13%, XIAP displacement -1.0%, Hep lipid drop -26, TNAP activators 1.1, M1AAP inhibition 5%, Siah-1 displacement 0%, PMI inhibitors 5%, PMI inhibition -1% and Hep lipid drop cells 6.5 µM 662.
For CC(C)OCCCn1c(=N)c(C(N)=S)cc2c(=O)n3ccccc3nc21 the results were M17LAP inhibition -255%, UTI89 phage lysis 0.2%, XIAP displacement -4.8%, TNAP activators 1, M1AAP inhibition 13%, Siah-1 displacement 4%, PMI inhibitors -36% and PMI inhibition -57%.
